Screening data as filed in PubChem BioAssay.
CHO parental Ca: counter-screen: ATP calcium response change in parental CHO cells; inhibition, % at 5.6 µM; 330,000 tested, 0.63% active; parental CHO-K1, ATP-induced calcium, Fluo-8 fluorescence;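 active = inhibition above that plate's mean sample inhibition plus 3 SD, cut at about 26% in these data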;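 also: 0% = ATP-challenged DMSO wells and 100% = DMSO wells without ATP; some compounds past the cut are filed as inactive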
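Assay system: parental CHO cells; Read-out basis: percent inhibition of ATP-evoked calcium rise, normalized to controls; Benchmarks: ATP and no-ATP DMSO wells; Compound dosing: single nominal dose of 5.6 µM per compound; Signal: Fluo-8 calcium dye fluorescence; Also added: ATP as calcium-mobilizing challenge; Repeats: singlicate.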
V1aR counter: V1a receptor agonism, counter-screen for OXTR agonists. P37288. activation, % at 3 µM. 320,000 tested, 0.25% active. CHO-V1R cells, Fluo-8 calcium fluorescence, agonist mode; 0% DMSO, 100% 3 nM vasopressin;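 active = activation above the mean activation of all tested compounds plus 3 SD, per screening run, cut at about 20% in these data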;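 also: signal is peak over basal fluorescence ratio across a 100 second FLIPR read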
Target sequence (P37288 whole entry, looked up): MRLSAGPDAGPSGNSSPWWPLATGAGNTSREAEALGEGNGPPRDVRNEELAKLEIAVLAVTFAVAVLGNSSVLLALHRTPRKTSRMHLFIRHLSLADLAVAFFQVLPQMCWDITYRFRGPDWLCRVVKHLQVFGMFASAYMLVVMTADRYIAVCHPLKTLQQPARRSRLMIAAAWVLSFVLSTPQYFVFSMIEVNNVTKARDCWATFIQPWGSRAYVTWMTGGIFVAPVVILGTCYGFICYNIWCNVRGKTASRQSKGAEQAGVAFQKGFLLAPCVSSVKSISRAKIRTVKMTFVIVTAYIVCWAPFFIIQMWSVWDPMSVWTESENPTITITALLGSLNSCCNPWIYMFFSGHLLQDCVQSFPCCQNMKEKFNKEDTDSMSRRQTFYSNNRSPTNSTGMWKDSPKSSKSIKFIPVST
M1 PAM: positive allosteric modulators of human M1 muscarinic receptor | 360,000 tested, 0.088% active | activation, % at 3 µM | CHO-K1 hM1, Fluo-8 calcium fluorescence, ACh EC20; 0% = ACh EC20, 100% = maximal ACh | AID 588819 | P11229; in the data active = activation above about 19%, passing the limit was not always enough
TAAR1 antagonist: antagonists of human TAAR1. Q96RJ0. CHO RD-HGA16 TAAR1, Fluo-8 calcium fluorescence, antagonist. inhibition, % at 3 µM. 360,000 tested, 1.5% active. AID 624466;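 active = inhibition above a per-plate cutoff, the mean inhibition of test compounds on that plate plus 3 SD, cut at about 49% in these data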;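 also: 0% = DMSO plus EC80 beta-PEA response and 100% = DMSO alone without agonist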
Target sequence (Q96RJ0 whole entry, looked up): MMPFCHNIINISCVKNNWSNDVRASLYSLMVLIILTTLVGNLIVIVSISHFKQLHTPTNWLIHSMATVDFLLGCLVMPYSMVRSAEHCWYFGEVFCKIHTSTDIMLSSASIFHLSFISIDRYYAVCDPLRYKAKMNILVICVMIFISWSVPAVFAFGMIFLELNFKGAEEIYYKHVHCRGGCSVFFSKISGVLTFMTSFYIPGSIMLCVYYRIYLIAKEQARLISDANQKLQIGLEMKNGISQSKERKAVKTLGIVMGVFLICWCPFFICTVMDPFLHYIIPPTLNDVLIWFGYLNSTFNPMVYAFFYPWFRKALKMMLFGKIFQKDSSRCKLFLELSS
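System: CHO RD-HGA16 cells bearing hTAAR1. Reagent: EC80 β-phenethylamine stimulus. Schedule: seeding 17-24 h prior, 75-min 37 °C, 30-min RT dye loading. Signal: Fluo-8 intracellular calcium dye fluorescence, real-time kinetic reads. Read-out: % inhibition from peak post-agonist over basal fluorescence ratio. Benchmarks: vehicle wells and EC80 agonist wells. Replicates: n of 1.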
OXTR potentiate: human OXTR potentiation; P30559; 320,000 tested, 0.061% active; CHO-OTR cells, Fluo-8 calcium fluorescence, potentiator mode; 0% = oxytocin EC15, 100% = EC100; activation, % at 3 µM;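 active = activation above that plate's cutoff, the mean activation of tested compounds plus 3 SD, cut at about 6.6% in these data, passing the limit was not always enough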;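 also: 100% uses oxytocin at 75 nM as the full agonist control; some results filed as inactive read as strong as hits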
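Dosing: Single dose, 3.0 µM nominal final compound concentration | Material: Human OTR in CHO cells | Technique: Kinetic Fluo-8 calcium fluorescence | Benchmarks: EC15 oxytocin alone as 0%, 75 nM oxytocin as 100% | Probe or stimulus: Oxytocin at about EC15, sub-maximal agonist stimulus | Incubation: Compound 6 min at room temperature before oxytocin, 100 s read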
TAAR1 ag: agonists of human TAAR1. CHO RD-HGA16 TAAR1, Fluo-8 calcium fluorescence; vehicle wells 0%, saturating PEA agonist 100%. activation, % at 3 µM. 360,000 tested, 0.99% active;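 active = activation above the mean activation of all test compounds in the run plus 3 SD, cut at about 38% in these data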
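Repeats: no replicates (n 1) | Material: CHO-derived RD-HGA16 cells with stable Gα16 and human TAAR1 | Technique: Kinetic Fluo-8 calcium fluorescence | Schedule: 17-24 h seeding, 75 min 37 °C dye, 30 min RT | Evaluation: % activation from peak over basal fluorescence ratio, DMSO-to-PEA scaled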
OXTR ag: activates the human oxytocin receptor; activation, % at 3 µM; AID 2435; 320,000 tested, 0.32% active; CHO-OTR cells, Fluo-8 calcium fluorescence; normalized: DMSO 0%, oxytocin 100%; P30559;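 active = activation above the mean of all tested compounds plus 3 SD, cutoff set per screening run, cut at about 20% in these data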;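 also: peak over basal fluorescence ratio from a 100 s FLIPR kinetic read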
M1 ag: human M1 muscarinic receptor agonism; P11229; CHO-K1 hM1, Fluo-8 calcium fluorescence, agonist mode; 0% DMSO, 100% acetylcholine EC100; activation, % at 3 µM; 360,000 tested, 0.33% active; AID 588814;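 active = activation above the run's mean compound activation plus 3 SD, cut at about 16% in these data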;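 also: peak over basal fluorescence ratio within a 140 s kinetic read after compound addition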
CHRM1 antagonist: human CHRM1 antagonism; AID 588852; 360,000 tested, 1.3% active; CHO-K1 hM1, Fluo-8 calcium fluorescence, ACh EC80 antagonist; inhibition, % at 3 µM;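 active = percent inhibition above its own plate's cutoff, namely the mean of that plate's compound wells plus 3 SD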;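 also: peak over basal fluorescence ratio during 140 s after agonist addition; 0% = ACh EC80 plus DMSO and 100% = DMSO alone without agonist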
The depositor's hits bear a star; / = not tested or not shown.

SMILES | CHO parental Ca | V1aR counter | M1 PAM | TAAR1 antagonist | OXTR potentiate | TAAR1 ag | OXTR ag | M1 ag | CHRM1 antagonist
CC(C)(C)c1cc(C(=O)O)c(CN2CCCCC2)o1 | -7 | 0.1 | 8 | 9 | -11 | 3 | -0.5 | -3 | -3
O=C(NCC(=O)N(Cc1ccc(F)cc1)C(C(=O)NCC1CCCO1)c1ccccc1)c1ccco1 (stereo not given) | -17 | 3.6 | 19 | -7 | -2 | 2 | 0.5 | 2 | -21
COc1ccc(Br)cc1CNc1ccccc1 | / | / | -1 | 16 | / | 5 | / | -5 | -6
COc1ccc(Nc2nc3ccccc3nc2NS(=O)(=O)c2cccs2)c(OC)c1 | -16 | 0.6 | -1 | 1 | -4 | 3 | 3.4 | -3 | -4
Cc1ccc(SCCC(=O)NNC(=O)c2ccccc2F)cc1 | -4 | 2.1 | 5 | 0 | -1 | 0 | 0.6 | -1 | -6
CCCOc1cc(C)nc(-c2ccccc2O)n1 | -23 | -0.2 | 5 | -15 | -2 | 9 | -1.7 | -2 | -10
COc1ccc(Cl)cc1C(=O)NNC(=O)c1nn(C)c(=O)c2ccccc12 | -14 | 0.1 | 3 | -6 | 3 | 5 | -0.3 | -5 | -6
Cc1ccc(N(CC(=O)N/N=C/c2cccs2)S(C)(=O)=O)cc1Cl | -20 | 0.0 | -10 | 8 | -12 | 13 | -0.1 | -3 | 10
COC(=O)c1cccc(NC(=S)NCCC2=CCCCC2)c1 | -2 | 8.1 | -4 | 16 | -12 | 5 | 1.8 | 1 | 1
CCn1nc(C(=O)NNC(=O)CCOc2cc(C)ccc2C)c2ccccc2c1=O | -25 | -0.7 | 6 | -17 | -3 | 0 | -1.2 | -4 | -6
CN(C(=O)c1nn(C)c2c1CSc1ccccc1-2)c1ccccc1Cl | -12 | -1.0 | -8 | 3 | -12 | 1 | -1.3 | -6 | -2
CC(C)(O)CCC(C)(C)O | -4 | 1.0 | 1 | 12 | 3 | 1 | 1.1 | 6 | -3
O/N=C/c1ccccc1OCc1ccccc1F | -6 | 0.4 | 6 | -13 | -8 | -1 | -2.2 | -8 | -1
COC(=O)CC1(C(=O)OC)Oc2ccc(Br)cc2C(=O)N1c1cccc(Cl)c1Cl (stereo not given) | -29 | 0.8 | -5 | 11 | 1 | 3 | -2.4 | -4 | 4
CC(C)N(C(=O)[C@H]1C[C@H](CC(=O)NCc2ccco2)C(=O)N2CCc3c([nH]c4cc(CCC(=O)N(C)C)ccc34)[C@]12C)C(C)C | -18 | / | 2 | -5 | / | 0 | / | -9 | -6
O=C(CC1CCCCC1)NC1CCCC1 | -12 | 0.3 | 0 | -15 | -8 | -1 | -0.3 | -3 | 9
Cc1ccc(CN=C(N)Nc2nc(C)cc(C)n2)cc1 | 12 | 1.4 | -7 | -9 | -6 | 0 | 0.3 | -7 | 16
Cc1ccc(/C=C(/C#N)c2nc(CCN3C(=O)c4ccccc4C3=O)cs2)cc1 | -4 | 0.3 | 12 | 22 | -1 | 7 | -0.5 | -1 | -14
COC(=O)c1ccc(NC(=O)NS(=O)(=O)c2ccc(C)cc2)cc1 | 1 | 1.3 | 6 | -3 | -6 | 3 | -0.7 | -3 | -3
CCOC(=O)N1CCN(S(=O)(=O)N2CCCC(C(=O)NCCc3ccc(Cl)cc3)C2)CC1 (stereo not given) | -23 | 0.2 | 15 | -40 | 0 | 8 | -0.5 | -2 | -16

Reprinted at random: 4 compounds from above.
SMILES | CHO parental Ca | V1aR counter | M1 PAM | TAAR1 antagonist | OXTR potentiate | TAAR1 ag | OXTR ag | M1 ag | CHRM1 antagonist
CC(C)(O)CCC(C)(C)O | -4 | 1.0 | 1 | 12 | 3 | 1 | 1.1 | 6 | -3
CN(C(=O)c1nn(C)c2c1CSc1ccccc1-2)c1ccccc1Cl | -12 | -1.0 | -8 | 3 | -12 | 1 | -1.3 | -6 | -2
O=C(CC1CCCCC1)NC1CCCC1 | -12 | 0.3 | 0 | -15 | -8 | -1 | -0.3 | -3 | 9
CCOC(=O)N1CCN(S(=O)(=O)N2CCCC(C(=O)NCCc3ccc(Cl)cc3)C2)CC1 (stereo not given) | -23 | 0.2 | 15 | -40 | 0 | 8 | -0.5 | -2 | -16

Continuation.
SMILES | CHO parental Ca | V1aR counter | M1 PAM | TAAR1 antagonist | OXTR potentiate | TAAR1 ag | OXTR ag | M1 ag | CHRM1 antagonist
CCOC(=O)c1c(CSC(=N)N)n(-c2ccc(C)cc2)c2cc(Br)c(OC(C)=O)cc12 | 4 | 22* | 15 | 15 | -23 | 63* | 32* | 6 | -7
CCC(CC)C(=O)c1c[nH]c(C(=O)NCC2CCCO2)c1 (stereo not given) | -8 | -0.6 | 2 | 4 | -3 | 5 | -0.4 | -3 | -10
Cc1ccccc1OCc1nnc(SCC(=O)N2CCc3ccccc32)n1C | -2 | 0.5 | 10 | 2 | -3 | 1 | -0.7 | -3 | -12
CCn1c2ccccc2c2cc(NC(=O)COC(=O)c3cccc(S(=O)(=O)NC)c3)ccc21 | 3 | 0.5 | -3 | 18 | -10 | 3 | 0.9 | -6 | -2
COc1ccc(S(=O)(=O)N2CCCCCC2)cc1C(=O)OC(C)C(N)=O (stereo not given) | -6 | -1.3 | 3 | 1 | -21 | 4 | -0.4 | -2 | -18
COC(=O)C(Cc1ccc(O)cc1)NC(=O)CCOc1ccc(OC)cc1 (stereo not given) | -4 | 2.9 | 1 | 14 | -6 | 2 | 3.1 | 1 | -7
O=C(Nc1ccccc1)N(CCN1CCOCC1)Cc1ccccc1F | -23 | 0.7 | 6 | 8 | -4 | 12 | 3.0 | -4 | -4
Cc1sc2ncn(CC(=O)NCC(=O)N(C)C3CCCCC3)c(=O)c2c1C | -11 | -0.5 | 6 | -14 | 2 | 0 | -1.0 | -2 | -6
CC(C)Cc1nc(N2CCN(C(=O)C(C)C)CC2)c(C#N)c2c1CCC2 | -35 | -1.2 | 3 | -8 | -6 | 11 | -2.2 | -5 | -33
C#CCOCCOCCOCCNc1nc(N2CCN(C(=O)[C@H](CCCN=C(N)N)n3cc(C(N)[C@@H](C)CC)nn3)CC2)nc(N2CCN(C(=O)[C@H](CC(N)=O)n3cc([C@@H](N)CC(N)=O)nn3)CC2)n1 (stereo not given in full) | -13 | 0.9 | 6 | 9 | -5 | 10 | 1.4 | -4 | -13
CCOC(=O)CSc1ccc2nnc(-c3cccs3)n2n1 | -6 | -0.6 | -5 | 35 | -4 | 5 | -1.2 | -7 | 5
Oc1ccc(CN2CCN(c3ncccn3)CC2)cc1 | 15 | 1.1 | 6 | -24 | -9 | 3 | -0.1 | -5 | -9
COc1ccc(/C=C/C(=O)c2ccc(NS(=O)(=O)c3ccc(C)cc3)cc2)cc1O | 2 | 5.0 | -2 | 2 | -11 | 4 | 5.5 | -6 | -2
O=C(NCc1ccccc1)c1ccc(S(=O)(=O)N2CCCc3ccccc32)cc1 | 5 | 2.2 | -5 | 23 | -9 | 6 | 0.4 | -5 | 7
CC(Oc1ccccc1)C(=O)Nc1ccc(S(=O)(=O)Nc2nccs2)cc1 (stereo not given) | -6 | 1.0 | 20 | -8 | -2 | -3 | 2.4 | -1 | -10
COc1ccc(NC(=O)CSc2ccc3nnc(-c4ccccn4)n3n2)cc1 | 6 | 0.6 | 5 | -34 | -1 | 1 | 0.0 | -2 | -4
CCC(=O)c1c[nH]c(C(=O)NCc2cccs2)c1 | 3 | 0.5 | 17 | -12 | -12 | 0 | -0.3 | 0 | -22
CN1CCN(NC(=O)c2cc(-c3ccc(Cl)s3)nc3ccccc23)CC1 | -3 | 4.5 | 10 | -5 | -9 | -3 | 7.2 | -1 | -12
O=C(Nc1ccc2nc(-c3ccccn3)c(-c3ccccn3)nc2c1)N1CCOCC1 | -2 | 1.4 | 1 | 2 | -11 | 0 | 1.0 | -9 | 1
O=C(CSc1nnc2ccc(-c3ccncc3)nn12)Nc1ccc(F)cc1 | -12 | -0.7 | 0 | -6 | -6 | -1 | -0.2 | -6 | 4
COc1cccc(NC(=O)NCCCSC2CCCCC2)c1 | -25 | 2.1 | -3 | 11 | -5 | 12 | -0.1 | -2 | -4
Cc1cccc(Oc2ccccc2NC(=O)CN2C(=O)NC3(CCCC3)C2=O)c1 | -16 | 0.6 | 9 | -13 | -4 | 1 | -1.4 | -2 | -5
C/C=C/C(=O)OCC(=O)Nc1cccc(Br)c1 | 0 | 0.0 | 4 | -7 | 2 | 1 | 0.1 | -2 | -2
Cc1ccc(C(=O)CSc2cc(C)nc(SCC(=O)c3ccccc3)n2)cc1 | 44* | 1.8 | -7 | 54* | -4 | 12 | 1.0 | -2 | 6
COC(=O)C1CCN(C(c2ccc(OC)c(OC)c2)c2sc3nc(C)nn3c2O)CC1 (stereo not given) | 3 | 0.4 | -8 | -15 | -6 | 3 | -0.4 | 1 | 36*
CS(=O)(=O)Nc1ccc(-c2nnc3n2CCCCC3)cc1 | -2 | 0.5 | 9 | 0 | 2 | 1 | 0.1 | -5 | -13
COc1ccc(S(=O)(=O)N2CCC(C(=O)Nc3ccccc3N3CCCC3)CC2)cc1OC | -18 | 0.5 | 0 | 13 | 2 | 1 | -0.9 | -5 | 1
Nc1c(C(=O)NC2CC2)sc2nc3c(c(-c4ccco4)c12)CC/C3=C/c1ccco1 | 0 | -0.5 | -4 | / | 5 | / | 0.7 | -1 | -2
Cc1c(NC(=O)c2cc(S(=O)(=O)N3CCCCC3)ccc2Cl)c(=O)n(-c2ccccc2)n1C | -21 | -0.2 | 0 | -17 | -1 | 0 | -0.6 | -6 | 9
Cc1nc2ccccn2c1C(=O)N/N=C/c1ccc(CNC(=O)C(=O)Nc2ccccc2)o1 | -7 | 2.0 | -5 | -12 | -13 | 4 | 1.4 | -5 | 7
O=[N+]([O-])c1ccc(F)cc1OCc1cccc(S(=O)(=O)N2CCOCC2)c1 | -16 | -0.6 | -2 | 13 | -5 | 2 | -0.4 | -3 | 4
CCc1nn(C(CC)C(=O)NCC(C)c2ccccc2)c(=O)c2cc3occc3n12 (stereo not given) | / | / | 4 | -16 | / | 1 | / | -5 | -2
CC(O)CNc1nc2ccccc2n1CC(=O)NCC(F)(F)F (stereo not given) | 0 | 0.1 | 4 | -24 | 1 | 4 | 0.3 | -6 | -1
Cc1ccc(NC(=O)CCSCCC(=O)Nc2ccc(C)c(C)c2)cc1C | -11 | 0.1 | 8 | 13 | -4 | 5 | -0.9 | -3 | -33
